Bioassay records as filed in PubChem.
CSN deneddyl inh = blocks human CSN-mediated cullin deneddylation | 360,000 compounds, 0.38% hits | Purified CSN, SCF-Nedd8-OG deneddylation, fluorescence polarization | inhibition, % at 12.5 µM | AID 651999;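 active = pattern-corrected inhibition above about 35%, with an unprinted fluorescence ratio check between 0.5 and 1.5, limit read from the data, passing the limit was not always enough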;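 note: 0% = enzyme with substrate and 100% = substrate without enzyme; some results filed as inactive read as strong as hits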
Target sequence (Q92905 whole entry, looked up, one chain of several): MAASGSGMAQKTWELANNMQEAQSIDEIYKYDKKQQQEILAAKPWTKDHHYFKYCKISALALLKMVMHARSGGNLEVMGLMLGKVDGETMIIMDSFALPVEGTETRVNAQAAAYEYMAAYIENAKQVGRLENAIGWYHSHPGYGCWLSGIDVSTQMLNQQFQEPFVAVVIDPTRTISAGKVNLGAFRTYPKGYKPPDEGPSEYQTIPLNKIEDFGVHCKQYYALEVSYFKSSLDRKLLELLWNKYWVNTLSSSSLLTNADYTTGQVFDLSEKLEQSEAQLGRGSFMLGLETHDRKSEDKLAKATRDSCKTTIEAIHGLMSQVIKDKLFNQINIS
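Assay system: Purified human Csn5 enzyme expressed in HEK293T cells | Amount: Enzyme 0.24 nM | Measured by: Fluorescence polarization readout | Medium: Tris/NaCl/DTT buffer, pH 7.5 | Compound dosing: One concentration, 12.5 µM, 0.25% DMSO | Times: 90 min incubation of compound, enzyme and substrate at room temperature | Control set: no-enzyme wells high, enzyme-with-substrate wells low | Read-out: % inhibition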
Rpn11 block = inhibitors of human proteasome Rpn11; 360,000 compounds, 0.59% hits; human 26S proteasome, Ub4-pepOG fluorescence polarization; 20S core pre-blocked with epoxomicin; calls only at 20 µM; O00487;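 active = inhibition at 20 µM, scaled to each plate's controls, above about 33%, limit read from the data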
Neddylation inh = inhibitors of human cullin neddylation; P61081+Q13564; TR-FRET cullin neddylation, biochemical; calls only at 25 µM; 360,000 compounds, 0.58% hits; AID 651699; in the data active = inhibition above about 36%
DNMT1 block = blocks human DNA methyltransferase DNMT1; P26358; DNMT1 molecular beacon, Hinp1I cleavage, fluorescence; inhibition (reported as % activation of signal), % at 10 µM; 360,000 compounds, 0.83% hits; AID 588458; in the data active = inhibition above about 50%
Scp1 inh = blocks human Scp-1 phosphatase activity; Q9GZU7; inhibition, % at 20 µM; 340,000 compounds, 0.88% hits; Recombinant Scp1, phosphopeptide, malachite green phosphate absorbance;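 active = inhibition above about 50% at 20 µM, limit read from the data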;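 note: plate controls were DMSO wells with enzyme for no effect and wells lacking enzyme for full effect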
Target sequence (Q9GZU7 76-261 limits assumed): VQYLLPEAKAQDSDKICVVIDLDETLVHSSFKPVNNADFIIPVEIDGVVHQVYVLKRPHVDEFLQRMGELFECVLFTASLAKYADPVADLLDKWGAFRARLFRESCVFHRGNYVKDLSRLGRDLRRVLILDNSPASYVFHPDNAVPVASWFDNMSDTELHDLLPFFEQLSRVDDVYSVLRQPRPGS
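System: SCP-1 catalytic domain; Reagent: Phospho 17-mer peptide substrate; Doses: one concentration, 20 µM, with 1.0% DMSO; Incubation: 45 min room-temperature reaction, 5 min colour, 30 min stabiliser; Signal: Phosphate-binding colour reagent, absorbance read at 630 nm.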
NadD inh = inhibitors of Staphylococcus aureus NadD; AID 602399; 360,000 compounds, 0.78% hits; inhibition, % at 20 µM; purified NadD enzyme, colorimetric absorbance read-out; in the data active = inhibition above about 26%; note: some compounds past the cut are filed as inactive
Rin1-Abl PPI inh = human Rin1-Abl interaction inhibition; P00519+Q13671; AID 588664; TR-FRET Rin1/Abl binding, biochemical; 360,000 compounds, 0.4% hits; inhibition, % at 7.35 µM; in the data active = inhibition above about 5%, passing the limit was not always enough
LMPTP block = blocks human LMPTP phosphatase | P24666 | recombinant LMPTP-A, OMFP fluorogenic substrate, fluorescence intensity | inhibition, % at 20 µM | 360,000 compounds, 0.22% hits | AID 651560;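 active = compounds that cut the enzyme signal by at least half of the control window in the single-dose screen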;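 note: plate controls were DMSO wells with enzyme plus substrate for no effect and substrate without enzyme for full effect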
Target sequence (P24666 whole entry, looked up): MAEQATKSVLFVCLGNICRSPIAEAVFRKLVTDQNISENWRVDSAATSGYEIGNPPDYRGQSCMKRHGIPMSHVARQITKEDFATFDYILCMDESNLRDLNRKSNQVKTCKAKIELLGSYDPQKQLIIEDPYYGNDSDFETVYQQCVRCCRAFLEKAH
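Test system: LMPTP-A phosphatase enzyme; input: 0.625 nM LMPTP-A final; reagent: OMFP substrate, 400 µM final; compound dosing: 20 µM single dose, 3% DMSO; incubation: 50 min dark incubation at room temperature; measured by: endpoint fluorescence intensity from OMFP dephosphorylation; measure: % inhibition relative to no-enzyme and uninhibited control wells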
STEP inh = STEP (human) phosphatase inhibition; P54829; recombinant STEP, OMFP fluorogenic substrate, fluorescence; inhibition, % at 20 µM; 360,000 compounds, 0.25% hits; AID 588621;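 active = inhibition at 20 µM, scaled per plate between control wells, above about 37%, limit read from the data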;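 note: 0% = DMSO with enzyme and substrate and 100% = substrate only without enzyme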
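medium = Bis-Tris buffer pH 6.0, 2.5 mM DTT, 0.005% Tween 20 | test system = STEP (striatal-enriched tyrosine phosphatase) enzyme, cell-free | measure = normalized % inhibition | compound dosing = 20 µM, 1% DMSO | also added = 25 µM OMFP | schedule = reaction 20 min, ambient temperature | measured by = fluorescence read at 480 nm ex / 540 nm em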
SUMO1 PPI mod = modulators of human SUMO1-mediated protein-protein interactions; 360,000 compounds, 0.33% hits; inhibition, % at 20 µM; SUMO1 binding to a labelled peptide, TR-FRET, 1 h; in the data active = inhibition above about 37%
Target sequence (P63165 whole entry, looked up): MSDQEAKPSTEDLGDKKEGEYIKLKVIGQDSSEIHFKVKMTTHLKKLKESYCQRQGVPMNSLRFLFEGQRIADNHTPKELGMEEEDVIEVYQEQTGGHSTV
An asterisk follows results filed as active; i = inactive; / = no result given.

SMILES	CSN deneddyl inh	Rpn11 block	Neddylation inh	DNMT1 block	Scp1 inh	NadD inh	Rin1-Abl PPI inh	LMPTP block	STEP inh	SUMO1 PPI mod
O=C(CCNC(=O)c1ccc(Cl)cc1)NN1C(=O)NC2(CCCCC2)C1=O	2	i	i	-2	-13	-2	-3	-1.9	-3	2
O=C(CSc1nnc(-c2ccccc2)o1)c1nnc(-c2ccccc2)o1	8	i	i	-13	-7	23	-3	0.5	1	3
OC(COc1c(F)cc(Br)cc1F)CN1CCc2ccccc2C1 (stereo not drawn)	2	i	i	1	-4	-2	2	0.3	-1	7
Cc1cccc(-c2cnc(C(O)c3ccc(Cl)cc3C)[nH]2)c1 (stereo not drawn)	4	i	i	2	/	8	2	0.8	-4	1
COC(=O)C1=CN(C(C)c2ccccc2)C=C(C(=O)OC)C1c1cc(OC)c(OC)c(OC)c1 (stereo not drawn)	-4	i	/	-4	-16	-6	0	2.4	-2	-4
CN(C)CCCN(Cc1ccccc1)C(=S)NCc1ccccc1	4	i	i	0	0	-3	3	-0.8	6	0
CN(C)c1ccc(O)c2c1CC1CC3C(N(C)C)C(=O)C(C(N)=O)=C(O)[C@@]3(O)C(=O)C1=C2O (stereo partly drawn)	2	i	i	11	1	0	9	4.5	2	-2
CC(C)CC1C(=O)N(Cc2cn(Cc3ccco3)nn2)CCS(=O)(=O)N1Cc1ccc(-c2ccc(F)cc2)cc1 (stereo not drawn)	4	i	i	-12	/	16	0	4.1	-1	3
O=C1C(Cl)=C(N2CCOCC2)C(=O)N1c1ccc(Br)cc1	7	i	i	-3	0	3	1	1.1	7	-23
COc1cc(Nc2c3c(nc4ccccc24)CCC3)cc(OC)c1OC	4	i	i	0	0	-10	-4	39	2	1
CC(=O)Nc1cccc(C(=O)Nc2cccc(S(=O)(=O)NCc3ccco3)c2)c1	-2	i	i	-4	-3	1	1	-2.2	-6	6
Cc1cc(C)n2c(NCc3ccccc3)c(-c3cc4ccccc4o3)nc2n1	2	/	i	/	/	14	/	0.3	/	-25
COc1ccc(CNC(=O)COc2ccc(S(=O)(=O)N3CCCCC3)cc2Cl)cc1	-3	i	i	4	-4	-3	-2	2.0	0	-1
COc1cc(C2N(c3ccccn3)C(=O)C3CCCN32)cc(OC)c1OC (stereo not drawn)	5	i	i	2	-8	10	1	0.0	-6	0
CCOC(=O)c1nc2cc3n(c(C)c-2c1C)C(C)C(CC)=C3C (stereo not drawn)	0	i	/	-3	5	4	-1	-0.3	-3	-8
COc1ccc(CNC(=O)C2CCCN2C)cc1OC (stereo not drawn)	5	i	i	14	-11	-6	-1	-0.7	-1	0
COCC(=O)O[C@]1(CCN(C)CCCc2nc3ccccc3[nH]2)CCc2cc(F)ccc2[C@@H]1C(C)C	4	i	i	-18	-6	-1	-1	-1.3	3	-11
CCOC(=O)CSc1nnc(NC(=O)c2cccc([N+](=O)[O-])c2C)s1	-3	i	i	3	-9	0	-3	-2.5	1	5
O=C(COc1ccccc1Cl)Nc1ccc2c(c1)C(=O)NC2=O	1	i	i	3	3	-6	4	-36	-1	1
Cc1c(CC(=O)O)c(=O)oc2cc(OCc3ccc(Cl)cc3)ccc12	1	i	/	0	-15	-4	-1	-1.2	0	-5
OC(c1ccc(Cl)c(F)c1)c1ncc(-c2cccc3ccccc23)[nH]1 (stereo not drawn)	3	i	i	-1	/	0	5	0.6	-4	3
CN1C(C)(C)CC(O)(C(=O)O)CC1(C)C	-2	i	i	1	/	0	3	-2.2	2	2
O=C(CCc1ccccc1)NNC(=O)c1ccc(Br)cc1	-3	i	i	3	-1	4	0	0.8	-2	-2
CN(C(=O)CSc1nc(-c2ccccc2)cn1N)C(c1ccccc1)c1ccccc1	5	i	i	-5	12	2	-1	5.1	-2	6
CCN(CC)c1ccc(C(=O)N2CCN(Cc3ccccc3)CC2)cc1	-2	i	i	-3	-1	-5	1	-1.8	0	-2
COc1ccc([C@H]2CC(=O)C=C(c3cccc(CO)c3)C2)cc1	-1	i	i	1	-14	-2	-2	0.5	1	-24
N#Cc1ccccc1Oc1ccc(S(=O)(=O)N2CCCCC2)cn1	-2	i	i	2	-7	-7	3	0.8	0	6
Nc1ccc(S(=O)(=O)NCC(=O)OC2CCOC2=O)cc1[N+](=O)[O-] (stereo not drawn)	3	i	i	39	55*	-5	0	0.0	3	-24
Cc1nn(CC(=O)Nc2ccc3c(c2)nc2n3CCN(C3CCCCC3)C2)c(=O)c2ccccc12	-3	i	/	80*	-7	32*	-1	25	3	1
COc1ccc2c(c1OC)C(=O)N(c1ccccn1)C2	6	i	/	4	-12	-2	-2	0.8	6	2
CC(=O)c1cn(CC(=O)Nc2ccccc2C)c2ccccc12	-7	i	i	1	3	-3	-1	-3.2	-3	0
O=C(CC(c1ccccc1)c1ccccc1O)N1CCCC1 (stereo not drawn)	1	i	i	2	-18	2	-1	-0.6	10	-1
COc1ccc2oc(=O)c(-c3csc(Nc4cccc(O)c4)n3)cc2c1	0	i	i	-27	-3	35*	-1	6.6	-3	-13
COc1ccc(NC(=O)c2cc(-c3cc(C)cc(C)c3O)n[nH]2)cc1Cl	-3	i	i	-25	-18	26	4	5.7	4	4
C[C@@H](NC(=O)C1(c2ccccc2)CCN(C(=O)OC(C)(C)C)CC1)C(=O)N[C@@H](C(=O)O)c1ccccc1	4	i	i	1	7	3	-2	-2.2	-2	6
COCc1cc(C)nc(SCC(=O)Nc2ccc3c(c2)n(C)c(=O)n3C)c1C#N	-2	i	i	1	-2	1	0	-1.5	0	4
NCCCCNCCCN	-1	i	i	-4	1	2	2	-13	1	-40
C[C@]12CCC(=O)CC1=CCC1C3CC=C(C#N)[C@@]3(C)CC[C@@]12O (stereo partly drawn)	1	i	i	2	-4	-4	0	-2.3	-3	-1
COc1ccc([N+](=O)[O-])cc1C1NN=C(c2ccccc2O)S1 (stereo not drawn)	0	i	i	7	-1	35*	2	0.3	5	-4
O=C(Cc1c(O)c2ccccc2[nH]c1=O)NC1CCCCCCC1	4	i	i	6	-9	7	0	-0.2	-1	2
CCCNC(=S)N1CCC(C(=O)c2ccc(F)cc2)CC1	-6	i	i	1	-7	1	-1	-0.5	4	4
O=C1c2cccnc2C(Nc2ccccc2)N1Cc1ccco1 (stereo not drawn)	7	i	i	-1	3	-5	-1	-0.2	10	0
Cc1ccc(S(=O)(=O)NCCN=C(CN2CCCC2)NS(=O)(=O)c2ccc(C)cc2)cc1	-4	i	i	-2	-5	5	-3	-1.2	1	8
Cn1c(COc2ccc3ccccc3c2)nnc1SCC(N)=O	-2	i	i	-2	4	2	-2	-0.7	-8	0
COc1cccc(CNc2nc3ccccc3n2C)c1O	0	i	i	-3	0	-5	-1	0.2	-1	4

12 entries from above, sorted by molecular weight, ascending:
SMILES	CSN deneddyl inh	Rpn11 block	Neddylation inh	DNMT1 block	Scp1 inh	NadD inh	Rin1-Abl PPI inh	LMPTP block	STEP inh	SUMO1 PPI mod
NCCCCNCCCN	-1	i	i	-4	1	2	2	-13	1	-40
COc1cccc(CNc2nc3ccccc3n2C)c1O	0	i	i	-3	0	-5	-1	0.2	-1	4
O=C(CC(c1ccccc1)c1ccccc1O)N1CCCC1 (stereo not drawn)	1	i	i	2	-18	2	-1	-0.6	10	-1
O=C1c2cccnc2C(Nc2ccccc2)N1Cc1ccco1 (stereo not drawn)	7	i	i	-1	3	-5	-1	-0.2	10	0
CC(=O)c1cn(CC(=O)Nc2ccccc2C)c2ccccc12	-7	i	i	1	3	-3	-1	-3.2	-3	0
CCCNC(=S)N1CCC(C(=O)c2ccc(F)cc2)CC1	-6	i	i	1	-7	1	-1	-0.5	4	4
C[C@]12CCC(=O)CC1=CCC1C3CC=C(C#N)[C@@]3(C)CC[C@@]12O (stereo partly drawn)	1	i	i	2	-4	-4	0	-2.3	-3	-1
O=C(Cc1c(O)c2ccccc2[nH]c1=O)NC1CCCCCCC1	4	i	i	6	-9	7	0	-0.2	-1	2
COc1ccc([N+](=O)[O-])cc1C1NN=C(c2ccccc2O)S1 (stereo not drawn)	0	i	i	7	-1	35*	2	0.3	5	-4
COc1ccc(NC(=O)c2cc(-c3cc(C)cc(C)c3O)n[nH]2)cc1Cl	-3	i	i	-25	-18	26	4	5.7	4	4
Cc1ccc(S(=O)(=O)NCCN=C(CN2CCCC2)NS(=O)(=O)c2ccc(C)cc2)cc1	-4	i	i	-2	-5	5	-3	-1.2	1	8
C[C@@H](NC(=O)C1(c2ccccc2)CCN(C(=O)OC(C)(C)C)CC1)C(=O)N[C@@H](C(=O)O)c1ccccc1	4	i	i	1	7	3	-2	-2.2	-2	6

Other results follow:
SMILES	CSN deneddyl inh	Rpn11 block	Neddylation inh	DNMT1 block	Scp1 inh	NadD inh	Rin1-Abl PPI inh	LMPTP block	STEP inh	SUMO1 PPI mod
CC1CCCC(C)N1C(=O)COC(=O)COc1ccc(C#N)cc1 (stereo not drawn)	-6	i	i	2	-2	-1	5	-0.4	-2	2
Cc1ccc(NC(=O)C2(N(C(=O)Cn3nnnc3N)c3ccc(C)cc3)CCCCC2)cc1	-1	i	i	-3	-4	1	0	1.2	-1	-8
CC(C)c1ccc(/C=N/NC(=O)C(=O)NCCCN2CCOCC2)cc1	-2	i	i	2	-1	1	0	-1.7	-2	-8
CC(C)CNC(=O)C1CCN(c2ccc(S(=O)(=O)N3CCOCC3)cc2[N+](=O)[O-])CC1	-5	i	i	4	15	-4	-4	1.6	-1	-28
O=C(O)CN1C(=O)CSC1=S	0	i	i	0	-3	-4	0	-1.2	-2	3
CC(=O)NC12CC3CC(C1)CC(C(=O)NCC(=O)Nc1c(C)cc(C)cc1C)(C3)C2	-2	i	i	2	4	-5	2	-0.3	-1	2
CCCn1c(=O)[nH]c(=O)c2c(C(=O)OCC)cc(-c3cccs3)nc21	14	i	i	-2	2	-2	0	0.1	2	-6
Cc1ccc(C(=O)O/N=C(\N)c2cccnc2)cc1[N+](=O)[O-]	-8	i	i	1	-1	3	6.9*	0.6	3	-19
